# High-throughput results (PubChem BioAssay)
# All columns: NCI-60 one-dose screen, growth in % after 48 h at 10 µM unless noted; 100 = growth as untreated, 0 = no growth, -100 = all killed.
# HL-60(TB) – HL-60(TB) leukemia cells; 9% of 78,000 active; AID 1794776; active = growth percent below 10
# An asterisk follows results filed as active; & = joins results of further samples. An excerpt (hit frequency here may not be typical).
SMILES,HL-60(TB)
COc1ccc2c(c1)c(-c1nc(-c3cn(C)c4ncccc34)cs1)cn2CCO,82
CS(=O)(=O)O[C@@H]1CO[C@H]2[C@@H]1OC[C@H]2OS(C)(=O)=O,96
COc1cccc(N2CCN(CC(=O)N3CCN(c4nnc(-c5ccc(Cl)cc5)c(-c5ccc(Cl)cc5)n4)CC3)CC2)c1,21
Nc1nc(N)nc(-c2cscn2)n1,113
COc1ccc(-c2cc(-c3cccnc3)nc(S(=O)(=O)CC(=O)Nc3ccc(C)cc3)c2C#N)cc1OC,113
COC(=O)c1ccc(CSc2nnc(-c3c(C)nc4ccc(Br)cn34)o2)cc1,115
COc1ccc(Cn2nc(-c3ccccc3)c3c2CCc2cnoc2-3)cc1OC,85
NS(=O)(=O)c1ccc(NCC(=O)N=Nc2c(O)n(CC(=O)Nc3ccc(Br)cc3)c3ccccc23)cc1,101
O=C(NC(C(=O)O)c1ccccc1)c1cccc(NCc2ccc(-c3noc(=O)[nH]3)cc2)c1 (configuration not stated),106
Cc1cc(C)cc(NNc2cc(Br)cc(Br)c2)c1,76
COc1cnc2c(c1)C(=O)c1c-2n(CCCN2CCN(C)CC2)c(=O)c2cc([N+](=O)[O-])ccc12,-54*
COc1ccc(C(=O)c2c(C)oc3ccccc3c2=O)cc1,108
CCc1ccc(Cc2cnc(N3C(=N)SCC3=O)s2)cc1,99
COC(=O)c1cc2c(/C=C3/NC(=S)NC3=O)coc2n1C,100
COC(=O)c1cccc2c1c(/C=C1\NC(=S)NC1=O)cn2C,79

# Another view of 2 compounds above.
compound | HL-60(TB)
CCc1ccc(Cc2cnc(N3C(=N)SCC3=O)s2)cc1 | 99
COC(=O)c1cc2c(/C=C3/NC(=S)NC3=O)coc2n1C | 100

# More structures follow:
SMILES,HL-60(TB)
O=[N+]([O-])c1c(O)c(Cl)cc(Cl)c1Cl (tested in a mixture with another compound),96
O=c1c2cc(F)cc(Cl)c2sc2c(NCCCNCCO)nc3ccccc3c12,77
CS(=O)(=O)Oc1ccc(-c2ccc3sccc3c2)cc1,98
Cc1c(C(N)=O)sc2nc(SCc3nnc(-c4ccccc4)o3)n(Cc3ccccc3)c(=O)c12,102
Cc1nnc2c3nnc(-c4ccc(Cl)cc4)n3c3ccccc3n12,101
COc1ccc(C(Cc2ccccc2)C(=O)O)cc1OC (configuration not stated),84
COc1cc(C2Nc3ccccc3S2)cc(CN2CCOCC2)c1O (configuration not stated),81
O=C(CC(O)(CC(=O)OCc1ccccc1)C(=O)OCc1ccccc1)OCc1ccccc1,117
COc1ccc(CN2C(=O)/C(=C\c3cc(OC)c(OC)c(OC)c3)c3ccccc32)cc1,-16*
Nc1cccc2c1Oc1ccccc1O2,107
O=C(/C=C/Nc1ccccc1)c1cc2cc(Br)ccc2oc1=O,102
COc1cc2nccc(Oc3ccc(NC(=O)C4(C(=O)Nc5ccc(F)cc5)CC4)cc3)c2cc1Oc1ccc(N)cn1,23
c1ccc(-c2cnc(-c3ccccc3)o2)cc1,103
CCCCCCCCNC(c1ccc(Cl)cc1)C(O)c1ccc(Cl)cc1 (configuration not stated),97
O=C(O)CCCl,107
C/C=C\C(=O)N1c2ccccc2CC1c1c[nH]c2ccccc12 (configuration not stated),85
Cc1nn(C(N)=O)c(C)c1N=Nc1ccc2oc(=O)ccc2c1,62
CCCCC[C@H](O)c1ccccc1[C@H]1O[C@@H](CCC(=O)OC)[C@H](O)[C@@H]1I,97
NNc1nncc2ccccc12,100
CC(C)c1ccc(O)c(=O)cc1,74
O=C(N/N=C\c1ccc(F)cc1)C1CC1,90
CCc1cccc(C(C)(C)C)c1NC(=S)N/C=C(/C#N)C(N)=O,103
COc1cc(C)ccc1Oc1nc(Nc2ccc(N3CCOCC3)cc2)ncc1NCc1ccc(OC(F)(F)F)cc1,91
CC(=O)/C(=C/c1ccc(Br)cc1)C(=O)c1ccccc1,57
NC(=O)c1c(O)cccc1O,121
CCCC(CCC)Oc1ccc(CCCC2=C(O)c3ccccc3C(=O)C2=O)cc1,37
CC(C)c1ccccc1NC(=O)N1CCC(C(C)C)CC1,105
Cc1ccc(/C=C/C(=O)c2ccc(NC(=O)N3CCN(c4cc5c(cc4F)c(=O)c(C(=O)O)cn5C4CC4)CC3)cc2)cc1,100
CCOC(=O)c1ccc(-n2c(C)nc3cc(Cl)ccc3c2=O)cc1,95
CCCn1c(=O)c2[nH]c(-c3ccc(OCc4nc5ccc(C)cc5[nH]4)cc3)nc2n(CCC)c1=O,4.6*
N#Cc1nc(-c2ccccc2)oc1N1CCC(c2nc3ccccc3s2)CC1,93
C[C@H]1[C@@H]2[C@H]3CC[C@@H]4[C@@]5(C)Cc6c([nH]c7ccccc67)C(C)(C)[C@@H]5CC[C@@]4(C)[C@]3(C)CC[C@]23CO[C@]1(C)[C@@H](C(=O)/C=C/c1ccccn1)C3,72
COc1ccc(-c2nn(-c3ccccc3)cc2C2CC(c3cc4ccccc4oc3=O)=NN2C(N)=O)cc1 (configuration not stated),124
O=C(Nc1ccccc1)C1CN(Cc2cccnc2)CCS1 (configuration not stated),99
COc1ccc(C(=O)Nc2ccccc2C2=NCC(CO)O2)cc1 (configuration not stated),111
O=c1cc(C(F)(F)F)c2cc(-c3cc4ccccc4c(=O)o3)c(O)cc2o1,38
Nc1ccc(C(=O)Nc2ccc3cc(S(=O)(=O)O)ccc3c2)cc1,100
CCN(CC)CCCSCCCNc1cc(OC)cc2cccnc12,79
C/C=C(\CC)C1(CCC)C(=O)NC(=S)NC1=O,76
COC(=O)c1cc(-c2cccc3ccccc23)[nH]c(=O)c1C#N,93
Brc1cccc[n+]1CCCC[n+]1ccccc1Br,98
Nc1c(C(=O)c2ccccc2)sc2nc(-c3cc4ccccc4o3)cc(-c3ccc(Cl)cc3)c12,114
C1=Cc2ccccc2Nc2ccccc21,79
CC(=O)c1c(C)c(C)c(C)c(C(C)=O)c1C,107
COc1cccc(/C=C/c2c(C(C)=O)c(=O)[nH]c3ccccc23)c1,98

# The last 6 compounds of the section above lead into the next:
SMILES,HL-60(TB)
COC(=O)c1cc(-c2cccc3ccccc23)[nH]c(=O)c1C#N,93
Brc1cccc[n+]1CCCC[n+]1ccccc1Br,98
Nc1c(C(=O)c2ccccc2)sc2nc(-c3cc4ccccc4o3)cc(-c3ccc(Cl)cc3)c12,114
C1=Cc2ccccc2Nc2ccccc21,79
CC(=O)c1c(C)c(C)c(C)c(C(C)=O)c1C,107
COc1cccc(/C=C/c2c(C(C)=O)c(=O)[nH]c3ccccc23)c1,98
COc1ccc(-c2nc(SCCC(C)C)nc(N/N=C(/C)c3ccc(Cl)cc3)c2C#N)cc1,91
COC(=O)c1nc(N)nc(C(=O)OC)c1C(=O)c1ccc(Cl)cc1,114
Cc1nc2nc(N)[nH]c(=O)c2[nH]1,90
Cn1c(=O)c2[nH]c(CCCc3nc4c([nH]3)c(=O)n(C)c(=O)n4C)nc2n(C)c1=O,109
CCCCC1=CC(=O)CCC1,101
C=C1CC[C@H]2[C@@](C)(CCC(=O)[C@@]2(C)COC(C)=O)[C@@H]1COc1ccc2ccc(=O)oc2c1,102
CN1C2CCC1/C(=C\c1ccc(Cl)cc1)C1=C2[C@@H](c2ccc(Cl)cc2)C(C#N)=C(N)O1 (some centres not stated),82
CCN(C(=O)Nc1ccccc1)c1ccccc1,108
OCC(O)COc1c(Cl)c(Cl)c(Cl)c(Cl)c1Cl (configuration not stated),105
O=C(O)CCNC(=O)CSc1nnc(-c2ccc(NC(=O)c3cccnc3)cc2)o1,101
OCCCCC1COCO1 (configuration not stated),114
Nc1ccc(/C=C/C(=O)O)cc1,114
c1ccc(Cc2nnc3n2CCC(c2ccccc2)S3)cc1 (configuration not stated),102
c1ccc2c(NCCCCCCNc3c4c(nc5ccccc35)CCCC4)c3c(nc2c1)CCCC3,76
CC1CC(C)C(C)C(C)(CN(C)C)C1 (configuration not stated),89
COc1ccccc1C=O,106
O=c1[nH]c2ccccc2[nH]c1=O,96&77
CCC(OC(C)=O)c1ccc2c(c1)OCO2 (configuration not stated),115
CSc1nc(Cl)c2cc(-c3ccc(F)cc3)[nH]c2n1,93
O/N=C(/CSc1nnc(-c2ccc(Cl)cc2)o1)c1ccc(Cl)cc1,88
CC(=O)Nc1cc(-c2ccccc2)ccc1O,108
COC1=C[C@]23CCCN2CCc2cc4c(cc2[C@@H]3[C@@H]1OC(=O)[C@H](C)O)OCO4,89
Cc1cccc(-c2nc(C(C)C)sc2-c2ccnc(NCCCNS(=O)(=O)c3ccc(Cl)cc3)c2)c1,80
c1ccc(CNc2ncnc3[nH]ncc23)cc1,96
N=C(N)SCNC(=O)NCSC(=N)N,81
N#Cc1ccccc1-c1ccc(Cn2nnnc2-c2ccn(-c3ccc(Cl)cc3)n2)cc1,90
COc1cc(OC)c(C(=O)c2nccn2C)c(OC)c1,87
O=c1[nH]c2cncnc2[nH]1,105
COc1ccc(C2c3sc4ccc(C)cc4c3Oc3nc[nH]c(=O)c32)cc1 (configuration not stated),85
CCOC(=O)CC1(C)NC(C(=O)O)C(C)(C)S1 (configuration not stated),77
Cc1ccc(S(=O)(=O)NCC[C@@H]2C[C@H]2/C=C/c2ccccc2)cc1,101
COc1ccc(Nc2ncccc2NC(=O)c2cn(Cc3ccc(F)cc3)nn2)c(OC)c1,99
Cc1nc(Nc2cccc(NC(=O)Nc3ccccc3)c2)c2ccccc2n1,101
C=C(C)CSc1ncnc2nc[nH]c12,70
O=C(OC[C@@]1(O)C(=O)C=C[C@H]2[C@@H]1[C@H]1C=C[C@@H]2C(=O)[C@]1(O)COC(=O)c1ccccc1)c1ccccc1,93
O=S(=O)(Oc1ccc(/C=N/N=c2/sc(-c3ccccc3)cn2-c2ccccc2)cc1)C(F)(F)C(F)(F)C(F)(F)C(F)(F)C(F)(F)C(F)(F)C(F)(F)C(F)(F)F,108
O=C(N=Nc1c(O)[nH]c2ccccc12)c1ccc2nc(-c3ccccc3)[nH]c2c1,103
CC(=O)O,103
CC(C)(C)[Si](C)(C)OC1[C@@H](CNC(=O)NC(N)=O)O[C@@H](n2cnc3c(NC(=O)Nc4ccccc4)ncnc32)[C@H]1O[Si](C)(C)C(C)(C)C (some centres not stated),78
COC(=O)[C@@H](Cc1c[nH]c2ccccc12)NC(=O)[C@@H](C)NCc1ccc2[nH]ccc2c1,104
COc1ccc(C(=O)c2ccccc2O)c(O)c1,107
O=C(CSc1nnc(Cc2ccccc2Nc2c(Cl)cccc2Cl)o1)N1N=C(c2ccc3ccccc3c2)CC1c1ccc(Cl)cc1 (configuration not stated),102
COc1cccc(C2Cc3ncncc3-c3nc(N)c4cncnc4c32)c1 (configuration not stated),92
O=C(C[n+]1cccc(Br)c1)c1ccccc1,98
Cc1nn(-c2ccc(F)cc2)c2ncnc(Nc3ccc(NC(=O)Nc4cccc(C(F)(F)F)c4)cc3)c12,90
CN(Cc1ccccc1)c1nc(Cl)c(C2CC(c3ccc(Br)cc3)=NN2C=O)s1 (configuration not stated),97
Nc1nc2ccccc2c2c(=O)c3cc(F)ccc3sc12,99
Cc1ccc(-c2c(-c3nc4ccccc4s3)c(N)nc3c(N=Nc4ccc(Cl)cc4)c(N)nn23)cc1,118
Clc1nc(Cl)nc(-c2ccccc2)n1,100
O=C(O)CCc1nc2c(=O)[nH]c(SCC(=O)Nc3cccc(Cl)c3)nc2[nH]c1=O,105
CCC/C=C(\C#N)C(=O)OC,101
CCCc1ccc(-c2cc(/C=N\O)no2)cc1,91
COc1ccc([I+]c2ccccc2)cc1,27
CCCCCC(=O)c1c(O)c(OC)c(OC)[nH]c1=O,33&37
COc1ccc2cc([C@H](C)C(=O)N/N=C/c3ccccc3Br)ccc2c1,84
COc1cccc(/C=C2\SC(=S)NC2=O)c1,83
Cc1ccc(CNC(=O)Nc2ccc3cc4ccc(NC(=O)NCc5ccc(C)cc5)cc4nc3c2)cc1,102
O=CC1(C2(C=O)c3ccccc3-c3ccccc32)c2ccccc2-c2ccccc21,-52*
CC(=O)OCC1OC(OC(C)=O)C(NC(=O)NS(=O)(=O)c2ccc(CCNC(=O)c3cc(Cl)cc(Cl)c3)cc2)C(OC(C)=O)C1OC(C)=O (configuration not stated),100
Cc1ccc(-c2c3c(nc4c2c(C)nn4-c2ccccc2)NC2(NC3)C(=O)N(C)c3ccccc32)cc1 (configuration not stated),42

# The last 5 compounds of the section above open the next one.
SMILES,HL-60(TB)
COc1cccc(/C=C2\SC(=S)NC2=O)c1,83
Cc1ccc(CNC(=O)Nc2ccc3cc4ccc(NC(=O)NCc5ccc(C)cc5)cc4nc3c2)cc1,102
O=CC1(C2(C=O)c3ccccc3-c3ccccc32)c2ccccc2-c2ccccc21,-52*
CC(=O)OCC1OC(OC(C)=O)C(NC(=O)NS(=O)(=O)c2ccc(CCNC(=O)c3cc(Cl)cc(Cl)c3)cc2)C(OC(C)=O)C1OC(C)=O (configuration not stated),100
Cc1ccc(-c2c3c(nc4c2c(C)nn4-c2ccccc2)NC2(NC3)C(=O)N(C)c3ccccc32)cc1 (configuration not stated),42
CCOP(=O)(OCC)Oc1cc(C)c(N(C)C)c(C)c1,93
CC(=O)c1ccc(-n2ccc(C(F)(F)F)n2)cc1,100
Nc1nc2c(nc(I)n2[C@@H]2O[C@H](CO)[C@@H](O)[C@H]2O)c(=O)[nH]1,101
CC1(C)CC[C@]23CC[C@]4(C)[C@H](CC[C@@H]5[C@@]6(C)CCC(=O)NC(C)(C)[C@@H]6CC[C@]54C)[C@H]2[C@H]1OC3,112
CCOc1ccccc1NC(C)=O,90
CON(C)N=Nc1ccc(C(N)=O)cc1,55
